# Source: PubChem BioAssay (several laboratories)
# Phagocytosis inh = inhibitors of macrophage phagocytosis, primary screen, imaging, J774A.1 cells, IgG beads | AID 1029, 2008 | inhibition, % at 5 µM | 0.07% of 110,000 active | J774A.1 macrophage IgG-bead phagocytosis;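 active means inhibition above the mean of the plate negative controls plus 5 SD, cut at about 13% in these data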;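 further: phagocytic index as fraction of beads internalized from green versus red external bead signal; plate controls were DMSO negative control for no effect and cytochalasin-D positive control for full effect; some results beyond the cut were filed as inactive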
# GALR2 antag = GALR2 antagonists in receptor-expressing cells, primary screen. Galanin receptor type 2 (Homo sapiens), O43603. antagonist mode. inhibition, % at 4 µM. 0.39% of 140,000 active. AID 828, 2007; in the data active means inhibition above about 27%;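 further: cells stimulated with galanin 1-16 at roughly its EC80; 0% = agonist challenge control and 100% = basal control without agonist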
# Target sequence (O43603 whole entry, looked up): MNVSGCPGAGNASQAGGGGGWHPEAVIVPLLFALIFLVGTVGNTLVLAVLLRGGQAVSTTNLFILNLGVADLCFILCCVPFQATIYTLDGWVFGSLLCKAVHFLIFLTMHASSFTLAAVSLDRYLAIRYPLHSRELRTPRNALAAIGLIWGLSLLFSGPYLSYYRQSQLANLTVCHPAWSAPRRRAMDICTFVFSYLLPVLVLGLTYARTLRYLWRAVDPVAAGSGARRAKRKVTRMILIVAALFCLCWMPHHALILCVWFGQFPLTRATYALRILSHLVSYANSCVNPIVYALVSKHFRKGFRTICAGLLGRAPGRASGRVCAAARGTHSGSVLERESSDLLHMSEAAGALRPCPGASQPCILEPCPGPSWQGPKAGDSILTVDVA
# Yeast lifespan up = compounds extending yeast replicative lifespan, primary screen, S. cerevisiae, OD615; AID 775, 2007; inhibition of the nicotinamide effect, % at 10 µM; S. cerevisiae growth with nicotinamide; deaD strain in restrictive glucose medium; 0.68% of 130,000 active;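 active means inhibition above a set limit, placed 3 SD over the median of all compounds, cut at about 26% in these data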;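 further: 0% = nicotinamide-treated wells and 100% = cells grown without nicotinamide; some compounds called inactive have numbers as strong as hits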
#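 Assay system: engineered S. cerevisiae DeaD replicative-lifespan strain, galactose-grown log-phase cells; Buffer or medium: CSMM-D glucose medium, restrictive; Probe or stimulus: nicotinamide 1.5 mM; Compound: single dose 10 µM compound, 0.25% DMSO; Schedule: 4 h preincubation then 48 h treatment at 30 °C; Technique: OD615 measurement.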
# HCT116 bCat-KO = primary screen for growth suppressors in beta-catenin knockout HCT116 cells (colon tumor, human) | HCT116 beta-catenin knockout viability, CellTiter-Glo, 60 h; hits give low values | viability, % at 10 µM | 1.5% of 140,000 active | AID 818, 2007;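 active means viability at or under a set limit, the compound median less 4 SD, cut at about 6% in these data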;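 further: 0% = Hyamine 1622 control at 20 µM and 100% = untreated cell control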
# Measles CPE = compounds protecting cells from measles virus cytopathic effect, primary screen, measles RdRp inhibitor project, single point, MLSMR library, absorbance. Measles virus-infected cells, CPE protection. 1.5% of 140,000 active. protection (pct of control), % at 4 µM; in the data active means protection mostly above about 24%, no sharp cut-off; inactive means mostly below about 26%; further: some compounds called inactive have numbers as strong as hits
# BB579 growth dn = growth inhibitors of yeast BB579 in restrictive medium, primary screen, yeast lifespan-shortening project, S. cerevisiae. AID 804, 2007. 0.51% of 140,000 active. OD615, 48 h. inhibition, % at 10 µM;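 active means inhibition above a set limit, 3 SD over the mean compound inhibition, cut at about 44% in these data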; further: inactives centre near -24
#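 System: Saccharomyces cerevisiae DeaD strain BB579, replicative lifespan model yeast | Buffer or medium: Restrictive glucose-based CSMM-D medium | Times: 4 h preincubation and 48 h exposure at 30 °C | Detection: OD615 turbidity measurement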
# MRP-1 activ = H69AR viability gain despite doxorubicin, primary screen, MRP-1 activator project, H69AR cells, CellTiter-Glo | viability rescue | viability increase, % at 10 µM | 0.61% of 140,000 active;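 active means viability gain under doxorubicin at or above a set limit, the compound median plus 3 SD, cut at about 4.7% in these data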;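 further: MRP-1 overexpressing cells given doxorubicin 25 µM after compound pretreatment; 18-22 h compound pretreatment then 72 h with doxorubicin before readout; 0% = doxorubicin-only wells and 100% = vehicle-treated cells without doxorubicin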
# E-sel TNF inh = E-selectin induction blockers in HUVEC – imaging, immunofluorescence, high content, primary screen; HUVEC TNFa-induced E-selectin immunofluorescence; inhibition, % at 2 µM; 0.71% of 120,000 active; AID 1246, 2008;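 active means inhibition above the batch mean plus 3 SD, and confirmed as a hit on visual image review, cut at about 43% in these data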;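 further: 0% = TNF-stimulated DMSO wells and 100% = unstimulated control wells; not every result past the cut was called active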
# NPY Y2 blocker = NPY-Y2 receptor antagonists, primary screen, cell-based; inhibition, % at 2.7 µM; 0.99% of 140,000 active; Neuropeptide Y receptor type 2 (Homo sapiens), P49146; NPY-Y2 expressing cells, antagonist mode; in the data active means inhibition above about 17%;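 further: 0% = vehicle with agonist challenge and 100% = reference antagonist with challenge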
# Target sequence (P49146 whole entry, looked up): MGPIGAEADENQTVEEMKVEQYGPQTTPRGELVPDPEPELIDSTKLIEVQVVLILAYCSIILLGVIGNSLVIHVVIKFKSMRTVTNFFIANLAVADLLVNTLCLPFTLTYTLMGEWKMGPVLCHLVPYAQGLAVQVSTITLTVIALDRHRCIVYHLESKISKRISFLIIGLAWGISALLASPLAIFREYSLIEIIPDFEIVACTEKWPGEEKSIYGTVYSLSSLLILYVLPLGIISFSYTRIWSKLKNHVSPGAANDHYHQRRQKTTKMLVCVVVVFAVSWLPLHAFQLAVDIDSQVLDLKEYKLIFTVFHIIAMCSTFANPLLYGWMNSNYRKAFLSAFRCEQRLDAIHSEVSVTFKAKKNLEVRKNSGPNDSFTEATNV
# HCT116 PTEN-null = growth suppression of PTEN-null HCT116, primary screen, cell-based, CellTiter-Glo. HCT116 PTEN-null viability, 60 h; hits give low values. viability, % at 10 µM. 1.2% of 140,000 active;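 active means viability at or below a set limit, 4 SD under the median of all tested compounds, cut at about 3.7% in these data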;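 further: PTEN knockout HCT116 line with beta catenin targeted HCT116 as companion control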
# An asterisk follows results filed as active; . = not tested or not shown. An unsorted share of the library; about 6.4% have a hit in one of these screens.
SMILES,Phagocytosis inh,GALR2 antag,Yeast lifespan up,HCT116 bCat-KO,Measles CPE,BB579 growth dn,MRP-1 activ,E-sel TNF inh,NPY Y2 blocker,HCT116 PTEN-null
COc1ccc(N2C(=O)CN=C2Nc2nc(C)cc(C)n2)cc1OC,-0.9,-2.3,2.0,95.6,6.1,-81.0,-0.7,-7.1,3.0,112.8
COc1ccc(-n2c(C)cc(C(=O)CSc3nnc(-c4cccs4)o3)c2C)cc1,-0.5,9.0,-10.2,15.4,4.5,-42.3,-0.7,-65.3,12.4,26.2
O=C(NCCN1CCCC1)C1COc2ccccc2O1 (configuration not stated),-0.5,5.4,-6.0,99.2,34.7,-21.2,-1.0,-2.4,-0.3,101.8
O=C(COC(=O)CCCN1C(=O)c2cccc3cccc(c23)C1=O)Nc1ccc(Cl)cc1,-4.0,7.6,3.0,95.3,11.2,0.6,1.3,.,-1.4,95.9
C=CCNc1sc(C(=O)C(C)(C)C)c(N)c1C#N,-0.6,-13.5,-12.6,99.8,12.6,-21.2,0.4,-0.1,2.2,94.1
COc1ccccc1-c1cn(S(=O)(=O)c2ccc(F)cc2)nc1N,-0.5,2.2,-21.3,51.3,10.6,-58.6,-1.3,4.3,0.6,54.7
CCOCCCNS(=O)(=O)c1ccc2c(c1)CCN2C(=O)CC,.,-11.1,-22.0,106.4,21.3,-20.7,-0.7,18.9,2.6,95.8
COC(=O)c1ccc(CNC(=O)c2c3c(nc4ccccc24)CCN(Cc2ccccc2)C3)cc1,-1.4,-0.8,2.5,90.5,6.6,-25.5,-2.2,.,5.9,86.7
CCSc1nnc(NC(=O)c2csc3c2CCC(C)C3)s1 (configuration not stated),-0.8,-9.4,-10.8,73.7,5.8,-42.0,-0.8,-12.5,2.8,78.8
CCCc1nc2ccccc2c(C(=O)OCC(=O)Nc2ccc(S(=O)(=O)N3CCOCC3)cc2)c1CC,-1.6,-17.6,1.5,35.9,6.0,-29.3,-2.8,11.6,-5.2,27.5
Cc1ccc(N(C(=O)NC2CCCCC2)C2=NCCCCC2)cc1,-5.4,-5.6,4.6,90.8,7.9,-1.1,0.3,.,4.3,99.9
Cn1nnnc1SCC(=O)N1CCN(C(c2ccccc2)c2ccccc2)CC1,.,9.7,-4.7,84.3,4.9,-27.5,-2.6,-13.1,3.2,87.9
O/N=C(\c1ccc(Cl)cc1)c1cc2ccccc2o1,3.7,3.1,-32.5,37.6,2.3,-10.7,-3.1,-14.1,2.2,43.3
CCc1nc2sc3c(=O)n(N)cnc3c2c2c1COC(C)(C)C2,-5.9,-22.0,2.7,95.0,9.0,-0.6,0.5,23.5,4.3,106.6
CCn1c2ccccc2c2nnc(SCC(=O)NCc3cccs3)nc21,-1.1,4.7,-8.2,83.4,7.0,-32.2,-0.1,28.9,0.3,87.1
CCOC(=O)c1cc2sccc2n1CC(=O)N1CCCc2ccccc21,-2.0,-2.2,-22.8,76.1,1.5,-2.5,1.4,-0.9,3.5,65.3
CCn1c(CNC(=O)c2ccc(OC)cc2)nnc1SCC(=O)c1ccccc1,0.7,12.3,-4.2,94.9,5.2,3.5,-1.3,-21.6,2.4,96.9
Cc1nc2c(-c3ccccc3)c(C)nn2c(C)c1CCC(=O)NCc1ccco1,1.3,-3.1,-0.8,95.1,13.4,-29.2,-2.5,12.0,1.6,102.7
COC(=O)c1ccc(NN=Nc2ccc(C)cc2)cc1,-9.2,-7.2,-4.7,89.4,5.3,-22.5,-2.6,.,3.3,87.9
Cc1cc(C(=O)COC(=O)c2ccc3c(c2)NC(=O)CS3)c(C)n1CC1CCCO1 (configuration not stated),5.7,0.7,1.9,46.7,4.3,-43.8,-2.7,13.2,10.8,45.5
CC(C)(C)C1CCC(C(=O)OCC(=O)N2CCOCC2)CC1 (configuration not stated),0.9,-2.5,0.4,91.3,9.9,0.4,-1.6,.,4.8,93.4
CC(=O)Nc1ccc(NC(=O)c2ccccc2C)cc1,2.5,2.1,3.0,99.4,5.3,-37.7,-0.7,.,0.2,101.4
CN(c1ccc(C(=O)N2CCOCC2)cc1)S(C)(=O)=O,0.8,1.5,-10.7,101.2,12.7,4.8,-2.0,7.5,3.4,89.7
CC1(C)S/C(=N/N=C/c2cccs2)NC1=O,-0.7,0.9,-4.4,89.8,11.6,-34.4,-1.5,-61.5,4.1,93.3
O=S(=O)(NCCc1ccccc1)c1ccc(Cl)nc1,-8.6,2.9,4.5,96.8,5.7,-20.5,-0.4,-44.0,2.8,95.5
# Later entries.
SMILES,Phagocytosis inh,GALR2 antag,Yeast lifespan up,HCT116 bCat-KO,Measles CPE,BB579 growth dn,MRP-1 activ,E-sel TNF inh,NPY Y2 blocker,HCT116 PTEN-null
O=C(Nc1cccc(Cl)c1Cl)c1ccc(-c2ccccc2)cc1,-0.6,-2.8,-4.0,87.3,3.0,-15.2,-3.2,-62.8,6.8,97.7
O=C(COC(=O)c1ccccc1NC(=O)c1ccco1)Nc1ncc(Cl)cc1Cl,.,-3.2,-9.8,99.7,4.3,-1.6,-2.2,-6.3,15.4,91.7
Cc1nnc(SCC(=O)NNC(=O)CC#N)[nH]c1=O,-11.6,-7.2,2.0,92.2,14.8,0.6,-0.7,.,1.1,102.5
CCOc1ccc(OCC)c(NC(=O)c2ccc(CNc3c(N4CCOCC4)c(=O)c3=O)cc2)c1,-1.0,-19.5,-0.7,81.1,4.6,-32.5,-1.7,-18.7,-2.2,94.0
C=CCNc1nc(Nc2ccc(-c3nc4ccccc4o3)cc2)nc(N2CCOCC2)n1,1.5,1.6,-18.2,16.1,9.7,-47.0,0.3,.,3.9,41.3
Cc1nn(Cc2ccc(F)cc2)c(C)c1NC(=O)c1cc(-c2ccco2)on1,-1.7,0.6,0.0,94.2,11.1,-38.5,-1.8,.,-1.1,94.3
O=C1c2cccc3c(N4CCCCC4)ccc(c23)C(=O)N1CCO,0.4,8.2,3.4,15.8,1.3,6.3,0.1,-33.6,1.7,39.7
Clc1ccc(OCc2nnc(SCCN3CCCCC3)n2Cc2ccco2)cc1,0.8,13.2,-5.8,9.6,30.5,38.8,1.0,20.3,8.6,16.4
COc1ccccc1OCCOc1ccc(/C=C2/C(=N)N3OC(C)=CC3=NC2=O)cc1OC,.,0.2,-22.5,99.6,4.5,-41.8,-3.1,-22.2,2.4,92.0
CC1(C(=O)O)CCC(C(=O)NCCc2ccccc2)C1(C)C (configuration not stated),0.1,3.9,-12.3,101.1,24.1,4.9,0.4,-4.8,0.1,104.4
CC(C)(C)c1ccc(Oc2cccc(C3CC(=O)C(C4NCCc5ccccc54)C(=O)C3n3cncn3)c2)cc1 (configuration not stated),0.5,-7.2,-3.4,95.1,14.9,-67.8,0.2,-20.6,1.0,106.2
CC(NC(=O)COC(=O)c1cn(-c2ccccc2)nc1-c1cccs1)c1ccccc1 (configuration not stated),-0.9,-0.8,-4.1,75.2,5.5,-26.1,-0.8,5.1,5.8,73.0
Cc1ccc(C2C3CSCC=C3C(C#N)=C(N)C2(C#N)C#N)cc1 (configuration not stated),-0.3,7.8,-20.9,69.4,4.6,-15.8,-4.3,-22.9,1.9,81.5
Cc1ccc(-c2cc(C(=O)N3CCN(C(=O)c4ccco4)CC3)no2)cc1,-0.1,6.5,-15.3,94.8,10.4,-38.0,-0.1,-11.7,5.0,99.3
Cc1ccc(NC(=O)COC(=O)C2CC2)c(Br)c1,-5.7,6.7,-6.2,86.1,4.3,-16.9,0.7,.,1.2,105.9
CCOC(=O)C1=C(C)Nc2ncnn2C1c1cccs1 (configuration not stated),.,5.8,-11.4,104.5,23.5,1.6,-1.6,-2.9,-2.7,100.3
CCn1c(SCC(=O)N2c3ccccc3Sc3ccccc32)nnc1-c1ccco1,-0.3,1.3,-1.0,80.1,6.3,-47.9,0.1,-3.2,3.6,87.7
CCOc1ccc(C2CC(c3cccc(OC)c3OC)n3nnnc3N2)cc1Cl (configuration not stated),-1.9,4.3,4.7,83.2,8.0,-57.6,-0.6,-0.6,7.3,86.2
Cc1cc(NC(=O)CCC(=O)N(Cc2cccs2)C(C(=O)NC2CCCC2)c2ccncc2)no1 (configuration not stated),-1.7,7.1,-9.1,91.3,18.4,-13.6,-1.6,-25.3,1.8,99.1
CC(C)CC(=O)NC(=S)Nc1ccccc1C(F)(F)F,-9.2,-9.3,-1.4,83.1,35.6,-10.4,-4.2,-1.3,0.8,82.7
Cn1nc(C(F)(F)F)c(/C=N/OC(=O)c2ccc(Cl)cc2)c1Cl,.,6.9,-6.7,95.8,7.4,-29.6,-0.7,8.8,1.7,100.9
O=C(NC1CCCCCCC1)C1c2ccccc2C(=O)N1Cc1ccco1 (configuration not stated),0.2,-6.4,-4.8,83.2,13.8,-28.6,-3.9,-22.9,13.1,85.5
O=C1N=C(N2CCc3ccccc3C2)S/C1=C\c1cccc(O)c1,-11.0,1.4,-3.3,81.9,14.5,-27.6,-1.6,.,4.8,73.7
COc1ccc(CN(C(=O)CSc2nnc(-c3ccc(OC)c(OC)c3)o2)c2ccc(F)cc2)cc1,.,7.7,.,70.3,6.7,-4.5,-1.8,-2.0,-0.1,70.8
Cc1oc(-c2ccccc2Cl)nc1CSCC(=O)N1CCCC1,0.7,7.7,-14.1,69.2,44.4*,-32.7,-1.3,16.1,4.4,68.5
CCOC(=O)C(C(=O)OCC)C(C#N)c1ccccc1 (configuration not stated),.,9.7,-5.6,88.8,34.8,-36.8,-1.2,-15.6,2.1,94.4
COc1ccccc1C(=O)Nc1ccc2c(c1)OCCO2,.,12.0,-28.9,77.0,0.1,11.9,-2.8,6.0,4.1,67.4
COc1ccc(-c2csc3ncnc(Oc4ccc5c(C)cc(=O)oc5c4)c23)cc1,-2.3,-15.9,-2.3,48.7,6.5,-28.5,-5.3,.,6.7,23.0

# Reformatted: results already given
# Values run as follows: Phagocytosis inh	GALR2 antag	Yeast lifespan up	HCT116 bCat-KO	Measles CPE	BB579 growth dn	MRP-1 activ	E-sel TNF inh	NPY Y2 blocker	HCT116 PTEN-null
> COc1ccccc1C(=O)Nc1ccc2c(c1)OCCO2
    .	12.0	-28.9	77.0	0.1	11.9	-2.8	6.0	4.1	67.4
> O=C(COC(=O)c1ccccc1NC(=O)c1ccco1)Nc1ncc(Cl)cc1Cl
    .	-3.2	-9.8	99.7	4.3	-1.6	-2.2	-6.3	15.4	91.7
> Cc1ccc(C2C3CSCC=C3C(C#N)=C(N)C2(C#N)C#N)cc1 (configuration not stated)
    -0.3	7.8	-20.9	69.4	4.6	-15.8	-4.3	-22.9	1.9	81.5
> Cc1oc(-c2ccccc2Cl)nc1CSCC(=O)N1CCCC1
    0.7	7.7	-14.1	69.2	44.4*	-32.7	-1.3	16.1	4.4	68.5
